GALR2 blocker – blocks the human galanin receptor 2; AID 828; O43603; inhibition, % at 4 µM; 140,000 tested, 0.39% active; GALR2-expressing cells, antagonist mode; in the data active = inhibition above about 27%;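 also: cells stimulated with galanin 1-16 at roughly its EC80; 0% = agonist challenge control and 100% = basal control without agonist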
Target sequence (O43603 whole entry, looked up): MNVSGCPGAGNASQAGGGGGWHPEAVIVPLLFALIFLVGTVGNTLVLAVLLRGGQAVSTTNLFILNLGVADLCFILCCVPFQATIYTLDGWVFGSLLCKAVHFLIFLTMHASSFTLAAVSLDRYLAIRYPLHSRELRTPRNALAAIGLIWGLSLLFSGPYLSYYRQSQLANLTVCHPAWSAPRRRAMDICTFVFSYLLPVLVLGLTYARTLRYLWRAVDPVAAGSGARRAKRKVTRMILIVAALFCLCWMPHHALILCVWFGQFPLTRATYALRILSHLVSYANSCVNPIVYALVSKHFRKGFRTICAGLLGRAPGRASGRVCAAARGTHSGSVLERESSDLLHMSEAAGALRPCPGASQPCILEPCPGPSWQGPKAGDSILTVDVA
NPY-Y2 antag – antagonists of human neuropeptide Y receptor Y2; NPY-Y2 expressing cells, antagonist mode; inhibition, % at 2.7 µM; 140,000 tested, 0.99% active; in the data active = inhibition above about 17%;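 also: 0% = vehicle with agonist challenge and 100% = reference antagonist with challenge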
Target sequence (P49146 whole entry, looked up): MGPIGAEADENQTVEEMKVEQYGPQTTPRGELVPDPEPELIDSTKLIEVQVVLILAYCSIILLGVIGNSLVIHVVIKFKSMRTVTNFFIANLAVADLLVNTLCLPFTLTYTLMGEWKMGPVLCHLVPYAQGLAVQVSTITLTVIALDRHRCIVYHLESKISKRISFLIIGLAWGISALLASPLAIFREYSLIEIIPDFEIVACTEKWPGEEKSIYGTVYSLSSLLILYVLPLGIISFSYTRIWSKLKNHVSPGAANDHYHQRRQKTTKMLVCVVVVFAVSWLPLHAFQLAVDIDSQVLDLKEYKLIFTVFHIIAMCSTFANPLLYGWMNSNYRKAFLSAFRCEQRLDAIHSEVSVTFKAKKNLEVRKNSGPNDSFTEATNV
PTEN del growth – growth suppressors of cells with PTEN tumor suppressor deletion; HCT116 PTEN-null viability, CellTiter-Glo, 60 h; active compounds read low; viability, % at 10 µM; 140,000 tested, 1.2% active; AID 827;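 active = viability at or below a set limit, 4 SD under the median of all tested compounds, cut at about 3.7% in these data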;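 also: PTEN knockout HCT116 line with beta catenin targeted HCT116 as companion control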
MRP-1 activ – activators of MRP-1. H69AR cells + doxorubicin, viability rescue, CellTiter-Glo. viability increase, % at 10 µM. 140,000 tested, 0.61% active;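 active = viability gain under doxorubicin at or above a set limit, the compound median plus 3 SD, cut at about 4.7% in these data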;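 also: MRP-1 overexpressing cells given doxorubicin 25 µM after compound pretreatment; 18-22 h compound pretreatment then 72 h with doxorubicin before readout; 0% = doxorubicin-only wells and 100% = vehicle-treated cells without doxorubicin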
Yeast lifespan up – yeast lifespan extension | S. cerevisiae growth with nicotinamide, OD615; deaD strain in restrictive glucose medium | 130,000 tested, 0.68% active | AID 775 | inhibition of the nicotinamide effect, % at 10 µM;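 active = inhibition above a set limit, placed 3 SD over the median of all compounds, cut at about 26% in these data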;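 also: 0% = nicotinamide-treated wells and 100% = cells grown without nicotinamide; some compounds called inactive have numbers as strong as hits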
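Test system: DeaD-strain S. cerevisiae / Buffer or medium: restrictive glucose medium / Also added: nicotinamide 1.5 mM / Doses: one concentration, 10 µM, DMSO 0.25% / Schedule: 48 h at 30 °C / Signal: OD615 measurement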
E-sel TNF inh – TNF alpha driven E-selectin expression inhibition. HUVEC TNFa-induced E-selectin immunofluorescence, high content. inhibition, % at 2 µM. 120,000 tested, 0.71% active. AID 1246;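 active = inhibition above the batch mean plus 3 SD, and confirmed as a hit on visual image review, cut at about 43% in these data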;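 also: 0% = TNF-stimulated DMSO wells and 100% = unstimulated control wells; not every result past the cut was called active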
Measles CPE – protection of cells from measles virus; Measles virus-infected cells, CPE protection, absorbance; protection (pct of control), % at 4 µM; 140,000 tested, 1.5% active; AID 841; in the data active = protection mostly above about 24%, no sharp cut-off; inactive = mostly below about 26%; also: some compounds called inactive have numbers as strong as hits
Phagocytosis inh – blocks phagocytosis by macrophages. J774A.1 macrophage IgG-bead phagocytosis, imaging. inhibition, % at 5 µM. 110,000 tested, 0.07% active. AID 1029;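 active = inhibition above the mean of the plate negative controls plus 5 SD, cut at about 13% in these data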;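 also: phagocytic index as fraction of beads internalized from green versus red external bead signal; plate controls were DMSO negative control for no effect and cytochalasin-D positive control for full effect; some results beyond the cut were filed as inactive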
BB579 growth dn – yeast BB579 growth reduction in restrictive medium; 140,000 tested, 0.51% active; AID 804; S. cerevisiae BB579 growth, OD615, 48 h; inhibition, % at 10 µM;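 active = inhibition above a set limit, 3 SD over the mean compound inhibition, cut at about 44% in these data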; also: inactives centre near -24
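Material: Saccharomyces cerevisiae DeaD strain BB579, replicative lifespan model yeast; buffer or medium: CSMM-D restrictive synthetic medium containing dextrose (glucose); compound: 10 µM single dose, DMSO 0.25%; timing: 48 h compound exposure at 30 °C after 4 h preincubation; signal: turbidity as optical density at 615 nm; benchmarks: positive control amphotericin B 10 µg/mL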
HCT116 bCat-KO – beta-catenin-lacking colon tumor cell growth suppression. HCT116 beta-catenin knockout viability, CellTiter-Glo, 60 h; active compounds read low. viability, % at 10 µM. 140,000 tested, 1.5% active;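 active = viability at or under a set limit, the compound median less 4 SD, cut at about 6% in these data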;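 also: 0% = Hyamine 1622 control at 20 µM and 100% = untreated cell control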
The depositor's hits bear a star; & = joins results of further samples.

`Cn1c(SCC(=O)N2CCN(c3ccccc3)CC2)nnc1-c1ccncc1` gave GALR2 blocker 5, NPY-Y2 antag 1, PTEN del growth 85, MRP-1 activ -0.2, E-sel TNF inh -37, Measles CPE 14, BB579 growth dn -33 and HCT116 bCat-KO 94.
For O=C1CC(c2ccc(F)cc2)Sc2nc(-c3ccccc3)c(-c3ccccc3)n21 (centres undefined) the results were GALR2 blocker 0, NPY-Y2 antag -1, PTEN del growth 93, MRP-1 activ -1.4, Yeast lifespan up 6, E-sel TNF inh -4, Measles CPE 9, Phagocytosis inh -2, BB579 growth dn -40 and HCT116 bCat-KO 95.
For CC(C)NC(=O)C12CC3CC(C1)CC(n1cnc(Cl)n1)(C3)C2 the results were GALR2 blocker 1, NPY-Y2 antag -2, PTEN del growth 88, MRP-1 activ -3.3, Yeast lifespan up -4, E-sel TNF inh -8, Measles CPE 14, Phagocytosis inh 0, BB579 growth dn 12 and HCT116 bCat-KO 96.
Cc1cccc(C)c1NC(=O)c1c(-c2ccccc2)noc1C was read as GALR2 blocker 8, NPY-Y2 antag 2, PTEN del growth 100, MRP-1 activ -2.6, Yeast lifespan up -8, Measles CPE 1, Phagocytosis inh -1, BB579 growth dn 19 and HCT116 bCat-KO 97.
Cc1ccc(C)n1-n1c(C)nc2sc(-c3ccccc3)cc2c1=O was read as GALR2 blocker 2, NPY-Y2 antag 2, PTEN del growth 57, MRP-1 activ -2.6, Yeast lifespan up -8, E-sel TNF inh -24, Measles CPE 5, Phagocytosis inh 0, BB579 growth dn -22 and HCT116 bCat-KO 50.
Screening C=CCOc1ccccc1CNn1nnnc1N returned GALR2 blocker 13, NPY-Y2 antag 0, PTEN del growth 100, MRP-1 activ -2.3, Yeast lifespan up -15, E-sel TNF inh 3, Measles CPE 5, Phagocytosis inh -3, BB579 growth dn -4 and HCT116 bCat-KO 100.
For CC1(C)Cc2c(c(N3CCCCC3)[nH]c(=S)c2C#N)CS1 the results were GALR2 blocker -4, NPY-Y2 antag 0, PTEN del growth 97, MRP-1 activ -4.0, Yeast lifespan up -3, E-sel TNF inh 7, Measles CPE 3, Phagocytosis inh -1, BB579 growth dn -46 and HCT116 bCat-KO 108.
For O=S(=O)(c1ccccc1)N1CCN(C2CCN(Cc3ccccc3)CC2)CC1 the results were GALR2 blocker 4, NPY-Y2 antag 1, PTEN del growth 113, MRP-1 activ -1.2, Yeast lifespan up -4, E-sel TNF inh -2, Measles CPE 13, Phagocytosis inh 1, BB579 growth dn -16 and HCT116 bCat-KO 104.
Screening O=C(CCC(=O)OCc1cccc(C(=O)Oc2ccccc2)c1)Nc1cccc2ccccc12 returned GALR2 blocker -2, NPY-Y2 antag 2, PTEN del growth 98, MRP-1 activ 0.1, Yeast lifespan up -5, E-sel TNF inh -7, Measles CPE 15, Phagocytosis inh 0, BB579 growth dn -23 and HCT116 bCat-KO 121.
CN(C)c1ccc(N=Nc2ccccc2C(=O)OCC(=O)NC2CCCC2)cc1 was read as GALR2 blocker -9, NPY-Y2 antag 2, PTEN del growth 74, MRP-1 activ -4.3, Yeast lifespan up -4, E-sel TNF inh -4, Measles CPE 11, Phagocytosis inh -9, BB579 growth dn -43 and HCT116 bCat-KO 81.
`O=S(=O)(c1ccc(OCC(O)CN2CCCC2)cc1)N1CCOCC1` (centres undefined) gave GALR2 blocker -4, NPY-Y2 antag 8, PTEN del growth 87&95, MRP-1 activ -0.5, Yeast lifespan up -11, E-sel TNF inh -21, Measles CPE 13, Phagocytosis inh 0, BB579 growth dn -26 and HCT116 bCat-KO 93.
O=C(OC(C(=O)NCc1ccc2c(c1)OCO2)c1ccc(Cl)cc1)c1ccco1 (centres undefined) was read as GALR2 blocker 4, NPY-Y2 antag 2, PTEN del growth 77, MRP-1 activ -1.1, Yeast lifespan up -16, E-sel TNF inh -9, Measles CPE 2, Phagocytosis inh 0, BB579 growth dn -24 and HCT116 bCat-KO 87.
For O=C(OCc1ccco1)c1ccc(S(=O)(=O)N2CCCCC2)cc1 the results were GALR2 blocker -3, NPY-Y2 antag -2, PTEN del growth 82, MRP-1 activ -2.2, Yeast lifespan up -12, E-sel TNF inh -25, Measles CPE 6, Phagocytosis inh -1, BB579 growth dn -42 and HCT116 bCat-KO 77.
Screening CCOCCOC(NC(=O)c1ccccc1)(C(F)(F)F)C(F)(F)F returned GALR2 blocker -3, NPY-Y2 antag 1, PTEN del growth 94, MRP-1 activ 0.7, Yeast lifespan up 4, Measles CPE 7, BB579 growth dn -31 and HCT116 bCat-KO 90.
CCOc1ccc(-n2c(N)c(-c3nc4ccccc4n3C)c3nc4ccccc4nc32)cc1 was read as GALR2 blocker -10, NPY-Y2 antag 0, PTEN del growth 47, MRP-1 activ -3.4, Yeast lifespan up -2, E-sel TNF inh -14, Measles CPE 3, Phagocytosis inh -1, BB579 growth dn -15 and HCT116 bCat-KO 54.
`Cc1ccc(Nc2nnc(SCc3cc(=O)n4cc(C)ccc4n3)s2)cc1` gave GALR2 blocker 4, NPY-Y2 antag 0, PTEN del growth 107, MRP-1 activ -1.9, Yeast lifespan up -2, E-sel TNF inh -2, Measles CPE 8, Phagocytosis inh -1, BB579 growth dn -6 and HCT116 bCat-KO 90.
`CCn1cc[n+](C)c1P(c1ccccc1)c1ccccc1` gave GALR2 blocker 5, NPY-Y2 antag 7, PTEN del growth 85, MRP-1 activ -0.7, Yeast lifespan up 1, Measles CPE 13, Phagocytosis inh -12, BB579 growth dn -16 and HCT116 bCat-KO 83.
CC(C)c1ccc(C(C(=O)NC2CCCC2)N(C(=O)CNC(=O)c2ccco2)c2cccnc2)cc1 (centres undefined) was read as GALR2 blocker -3, NPY-Y2 antag 4, PTEN del growth 82, MRP-1 activ -5.8, E-sel TNF inh -11, Measles CPE 14, BB579 growth dn -34 and HCT116 bCat-KO 89.
For COC(=O)c1ccc(-c2nc3cc(N)ccc3o2)cc1 the results were GALR2 blocker -3, NPY-Y2 antag 3, PTEN del growth 95, MRP-1 activ -1.8, E-sel TNF inh -7, Measles CPE 4, BB579 growth dn -16 and HCT116 bCat-KO 80.
`CC1=C(C)CC(C(=O)c2ccc(C)cc2)C(C(=O)O)C1` (centres undefined) gave GALR2 blocker -6, NPY-Y2 antag 5, PTEN del growth 92, MRP-1 activ -0.4, Yeast lifespan up 30*, E-sel TNF inh 48, Measles CPE 3, Phagocytosis inh 0, BB579 growth dn -10 and HCT116 bCat-KO 82.

The closing 2 records of the section above are carried over, then new ones follow.
For COC(=O)c1ccc(-c2nc3cc(N)ccc3o2)cc1 the results were GALR2 blocker -3, NPY-Y2 antag 3, PTEN del growth 95, MRP-1 activ -1.8, E-sel TNF inh -7, Measles CPE 4, BB579 growth dn -16 and HCT116 bCat-KO 80.
`CC1=C(C)CC(C(=O)c2ccc(C)cc2)C(C(=O)O)C1` (centres undefined) gave GALR2 blocker -6, NPY-Y2 antag 5, PTEN del growth 92, MRP-1 activ -0.4, Yeast lifespan up 30*, E-sel TNF inh 48, Measles CPE 3, Phagocytosis inh 0, BB579 growth dn -10 and HCT116 bCat-KO 82.
`Cc1ccc(C(=O)c2c(NC(=O)c3ccccc3C)sc(C)c2C)cc1` gave GALR2 blocker -4, NPY-Y2 antag 3, PTEN del growth 82, MRP-1 activ -0.6, Yeast lifespan up -25, E-sel TNF inh 100*, Measles CPE 5, Phagocytosis inh -1, BB579 growth dn -47 and HCT116 bCat-KO 96.
For CC1=C(C(=O)Nc2ccccn2)C(c2ccc(N(C)C)cc2)n2ncnc2N1 (centres undefined) the results were GALR2 blocker -1, NPY-Y2 antag 1, PTEN del growth 101, MRP-1 activ -1.9, Yeast lifespan up -18, E-sel TNF inh 18, Measles CPE 7, Phagocytosis inh 3, BB579 growth dn -10 and HCT116 bCat-KO 97.
Screening CC(C)C(=O)Nc1nnc(SCC(=O)NC2CC2)s1 returned GALR2 blocker 6, NPY-Y2 antag 2, PTEN del growth 106, MRP-1 activ 0.1, Yeast lifespan up -6, E-sel TNF inh -9, Measles CPE 7, Phagocytosis inh -1, BB579 growth dn -40 and HCT116 bCat-KO 111.
Screening CN(C)CCSc1nc(-c2ccccc2)nc2c1COC(C)(C)C2 returned GALR2 blocker 4, NPY-Y2 antag 8, PTEN del growth 91, MRP-1 activ -1.9, Yeast lifespan up 4, E-sel TNF inh 4, Measles CPE 14, Phagocytosis inh -2, BB579 growth dn -63 and HCT116 bCat-KO 85.
Screening O=C(CNC(=O)c1ccc(S(=O)(=O)N2CCCC2)cc1)N/N=C/c1ccc(Cl)cc1Cl returned GALR2 blocker -2, NPY-Y2 antag -1, PTEN del growth 59, MRP-1 activ -2.8, Yeast lifespan up -1, Measles CPE 7, Phagocytosis inh -8, BB579 growth dn -5 and HCT116 bCat-KO 60.
Screening COCCCNC(=S)NC1CCCCC1 returned GALR2 blocker -6, NPY-Y2 antag 3, PTEN del growth 103, MRP-1 activ -0.1, Yeast lifespan up 7, Measles CPE 14, Phagocytosis inh -3, BB579 growth dn -30 and HCT116 bCat-KO 95.
Screening O=C1CNC(=O)N1CC(=O)N1CCCc2ccccc21 returned GALR2 blocker 11, NPY-Y2 antag 1, PTEN del growth 91, MRP-1 activ -2.0, Yeast lifespan up -7, E-sel TNF inh -12, Measles CPE 6, Phagocytosis inh 0, BB579 growth dn -32 and HCT116 bCat-KO 101.
Screening c1ccc(-c2csc3ncnc(NCCCN4CCOCC4)c23)cc1 returned GALR2 blocker 1, NPY-Y2 antag 1, PTEN del growth 79, MRP-1 activ -2.4, E-sel TNF inh -1, Measles CPE 5, BB579 growth dn -46 and HCT116 bCat-KO 76.
For Cc1cc(C)cc(Oc2ccc(-c3nnc(-c4ccccc4)o3)cc2[N+](=O)[O-])c1 the results were GALR2 blocker 2, NPY-Y2 antag 2, PTEN del growth 87, MRP-1 activ 0.4, Yeast lifespan up 3, E-sel TNF inh -18, Measles CPE 12, Phagocytosis inh -7, BB579 growth dn -34 and HCT116 bCat-KO 87.
CCCCN(C)S(=O)(=O)c1cc(Br)cc2c1N(C(=O)C1CC1)CC2 was read as GALR2 blocker 6, NPY-Y2 antag 7, PTEN del growth 42, MRP-1 activ -2.0, Yeast lifespan up 14, Measles CPE 14, Phagocytosis inh -2, BB579 growth dn -28 and HCT116 bCat-KO 25.
Screening CC(/C=C/c1ccccc1)=N\NC(=O)c1ccncc1 returned GALR2 blocker 12, NPY-Y2 antag 6, PTEN del growth 87, MRP-1 activ -1.8, Yeast lifespan up 20, E-sel TNF inh -40, Measles CPE 7, BB579 growth dn -58 and HCT116 bCat-KO 91.
For Fc1cccc(-n2ncc(-c3nnnn3-c3ccccc3)c2C(F)(F)F)c1 the results were GALR2 blocker -8, NPY-Y2 antag 2, PTEN del growth 76, MRP-1 activ -3.5, E-sel TNF inh 7, Measles CPE 5, BB579 growth dn 15 and HCT116 bCat-KO 75.

High-throughput results from PubChem.
